# Apaf-1 inh = human Apaf-1 inhibition; reconstituted apoptosome caspase-3 activity, DEVD-Rh110 fluorescence; O14727; 330,000 tested, 0.71% active; inhibition, % at 20 µM; active = inhibition of at least 40% at 20 µM;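 note: plate controls were DMSO wells for no effect and DEVD-CHO caspase inhibitor wells for full effect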
#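 Material: reconstituted apoptosome with Apaf-1, cytochrome c, caspase-9, procaspase-3, dATP; medium: pH 7.5 Hepes buffer with CHAPS, BSA, DTT; also added: cytochrome c and DEVD-Rh110 substrate; timing: 30 min plus 50 min, RT; signal: Rh110 fluorescence intensity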
# Jurkat NFkB inh = lowers PMA/ionomycin-induced NF-kB signal in Jurkat cells. PMA/ionomycin-induced NF-kB luciferase reporter, luminescence. inhibition, % at 4 µM. 330,000 tested, 0.53% active. AID 435003
# SENP8 inh = blocks the human protease SENP8 | 330,000 tested, 1.2% active | Q96LD8 | purified SENP8, Z-RLRGG-aminoluciferin cleavage, luminescence | AID 2540 | inhibition, % at 10 µM
# Target sequence (Q96LD8 whole entry, looked up): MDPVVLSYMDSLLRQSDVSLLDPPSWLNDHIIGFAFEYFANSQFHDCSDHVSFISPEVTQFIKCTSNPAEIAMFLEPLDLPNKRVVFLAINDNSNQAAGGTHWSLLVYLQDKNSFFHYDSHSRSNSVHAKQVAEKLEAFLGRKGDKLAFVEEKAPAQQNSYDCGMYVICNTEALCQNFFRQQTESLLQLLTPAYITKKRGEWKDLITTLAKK
# EBI2 antag = blocks human EBI2 receptor beta-arrestin signaling. EBI2 beta-arrestin recruitment, luminescence, 7a,25-OHC stimulated. inhibition, % at 5 µM. 360,000 tested, 0.81% active; in the data active = inhibition above about 38%;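 note: enzyme fragment complementation signal reports receptor beta-arrestin coupling in cells; 0% = agonist plus DMSO wells and 100% = wells without agonist; some results beyond the cut were filed as inactive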
# UBC13 inh = human UBC13 polyubiquitination inhibition | P61088 | UBC13 polyubiquitin chain formation, TR-FRET | inhibition, % at 20 µM | 330,000 tested, 0.47% active; in the data active = inhibition above about 45%, passing the limit was not always enough
# Target sequence (P61088 whole entry, looked up): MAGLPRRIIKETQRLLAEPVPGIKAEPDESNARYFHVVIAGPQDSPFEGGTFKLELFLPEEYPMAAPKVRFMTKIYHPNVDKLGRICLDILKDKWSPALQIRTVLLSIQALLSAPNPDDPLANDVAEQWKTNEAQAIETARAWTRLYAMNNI
# CCR6 antag = antagonists of human CCR6 receptor; AID 493098; CHO-K1 CCR6 PathHunter beta-arrestin, luminescence, CCL20-stimulated; 340,000 tested, 0.49% active; inhibition, % at 20 µM; P51684;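 active = compounds whose inhibition of the agonist-driven luminescence signal at 20 µM reaches about 50%, limit read from the data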;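 note: cells stimulated with CCL20 at 14 nM final; plate controls were DMSO with CCL20 for no effect and DMSO without agonist for full effect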
# Target sequence (P51684 whole entry, looked up): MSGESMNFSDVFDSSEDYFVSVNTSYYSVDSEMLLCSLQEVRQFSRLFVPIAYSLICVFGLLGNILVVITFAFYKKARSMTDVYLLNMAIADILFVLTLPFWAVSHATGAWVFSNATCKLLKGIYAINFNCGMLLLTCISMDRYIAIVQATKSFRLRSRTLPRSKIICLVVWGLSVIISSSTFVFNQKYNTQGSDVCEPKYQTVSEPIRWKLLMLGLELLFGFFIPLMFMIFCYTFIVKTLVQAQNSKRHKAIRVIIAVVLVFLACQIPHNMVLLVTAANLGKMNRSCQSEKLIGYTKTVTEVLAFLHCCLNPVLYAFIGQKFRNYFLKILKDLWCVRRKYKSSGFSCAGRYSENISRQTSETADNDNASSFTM
# 697 NFkB inh = lowers PMA/ionomycin-induced NF-kB signal in 697 B cells; 697 B-cell NF-kB luciferase reporter, 16 h; inhibition, % at 4 µM; 330,000 tested, 0.33% active; in the data active = inhibition above about 35%
# Gli-Sufu antag = antagonists of Gli-Sufu signaling; 340,000 tested, 0.74% active; Sufu-KO-LIGHT fibroblasts, Gli luciferase reporter luminescence; inhibition, % at 5 µM;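 active = inhibition above about 55%, limit read from the data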;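 note: 0% = DMSO-treated cells and 100% = wells with medium but no cells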
# Active calls of the source: *; nt = not tested or not shown. Cut-off read from the data, not from the text of the source, unless noted: active = inhibition above about 50%; inactive = the rest.
SMILES,Apaf-1 inh,Jurkat NFkB inh,SENP8 inh,EBI2 antag,UBC13 inh,CCR6 antag,697 NFkB inh,Gli-Sufu antag
O=C(Cn1cnc2ccccc2c1=O)NCC(=O)N1CCN(Cc2ccc3c(c2)OCO3)CC1,6,-8,3,0,-3,18,-31,-6
CN(C)c1nc(N(C)C)n(C(=O)c2ccc(F)cc2)n1,5,4,0,-7,6,2,16,-2
C#CCOCCOCCOCCNc1nc(N2CCN(C(=O)[C@H](CCCN=C(N)N)n3cc(C(N)[C@@H](C)CC)nn3)CC2)nc(N2CCN(C(=O)[C@H](CCC(=O)O)n3cc([C@@H](N)CO)nn3)CC2)n1 (stereo partly specified),-2,-10,-10,-4,-11,0,7,6
Cc1nc(S(=O)(=O)N(C)c2ccccc2)c(C#N)c(C)c1Cl,11,13,-4,1,-3,19,0,-13
COCc1cc(=O)n2[nH]c(-c3cccs3)cc2n1,-10,-10,-6,3,11,-11,12,1
Cc1c(NCc2nc3ccccc3[nH]2)c(=O)n(-c2ccccc2)n1C,1,-5,17,-3,-18,14,-6,1
CCCNC(=O)CS(=O)Cc1nc(-c2ccc(OC)cc2)oc1C (stereo unspecified),11,1,-1,0,4,0,-8,1
c1ccc2c(c1)CCN(c1ncnc3nc[nH]c13)C2,-1,5,8,5,20,7,14,-6
O=C(Nc1ccnn1C1CCN(C(=O)c2cccc(C(F)(F)F)c2)CC1)C1CC1,1,-8,4,3,-1,13,28,-6
CN(Cc1ccccc1)S(=O)(=O)c1ccc(Cl)c(C(=O)N2CCC2)c1,0,-10,0,6,0,11,7,-5
CC(C)[C@H](NC(=O)OC(C)(C)C)C(=O)NCC1CCC(C(=O)N[C@@H](Cc2ccccc2)C(=O)O)CC1 (stereo partly specified),6,-9,-10,-17,-7,7,4,7
CC(C)n1cnnc1SCC(=O)NC(=O)c1ccccc1,2,-2,5,4,-1,2,28,18
CC(C)NC(=O)C1(c2ccccc2)CC1(Cl)Cl (stereo unspecified),-8,12,-1,9,-5,2,9,-2
COc1ccc(CCn2c(-c3ccncc3)n[nH]c2=S)cc1OC,-10,0,-2,5,-3,1,14,-8
COCc1cc(C)nc(SCC(=O)NCC2CCCO2)c1C#N (stereo unspecified),4,3,-1,0,6,-1,2,17
O=C1CS/C(=N\NC(=O)c2ccccc2)N1,6,-12,-7,-1,1,1,17,-12
O=C(Nc1cccc(Cl)c1Cl)Nn1cnnc1,1,1,-5,-8,-7,-13,18,-2
CC(Sc1nnc(N)s1)C(=O)Nc1nccs1 (stereo unspecified),-2,-7,-3,13,-8,13,14,-2
O=C1/C(=C/c2ccc(O)cc2)SC(=S)N1CC1CCCO1 (stereo unspecified),9,9,8,10,-80,44,12,1
C[C@H]1CN([C@@H](C)CO)C(=O)c2cccc(NS(=O)(=O)c3ccc(Cl)cc3)c2O[C@@H]1CN(C)CC1CCCCC1,7,-8,5,5,17,0,1,1
c1ccc(CC[C@@H]2CC[C@@H](CCc3ccccc3)N2)cc1,25,9,4,4,15,12,-6,19
COc1cccc(NC(=O)Cn2c(=O)oc3ccccc32)c1,3,-4,3,-3,2,-1,3,-6
CC(C)(C)c1ccc(S(=O)(=O)N2CC(=O)Nc3ccccc32)cc1,15,1,1,5,1,-1,9,9
O=C(NCc1ccco1)/C(=C\c1cccs1)NC(=O)c1ccccc1,2,3,-1,1,-7,5,11,-7
C=CCN1C(=O)CSc2ccc(C(=O)OCC)cc21,-9,-2,3,-5,19,12,6,0
# Carrying on.
SMILES,Apaf-1 inh,Jurkat NFkB inh,SENP8 inh,EBI2 antag,UBC13 inh,CCR6 antag,697 NFkB inh,Gli-Sufu antag
Cc1cc(C)cc(C(=O)NCC(=O)OCC(=O)Nc2ccc(C)cc2Br)c1,-1,3,2,-16,-14,0,-3,nt
CCc1nnc(NC(=O)[C@@H](NC(=O)c2ccc(C(C)(C)C)cc2)C(C)C)s1,24,3,5,-7,2,1,-58,-1
O=c1ccnc2n1COCS2,-39,-4,-6,-5,2,6,-8,8
COc1cc(/C=C(\C#N)C(=O)Nc2ccccn2)ccc1O,-5,7,-6,1,-43,28,12,16
CCn1c(C)c(C(C)=O)c(N2CCN(C(=O)c3ccco3)CC2)nc1=S,-11,2,2,-10,1,-1,20,10
Cc1cc(C(=O)OCC(=O)Nc2cc(S(=O)(=O)N3CCOCC3)ccc2Cl)c(C)o1,19,-3,2,9,-3,4,1,3
CC(=O)Nc1ccc(NC(=O)C(C)OC(=O)[C@@H]2CCCN2C(=O)c2cccs2)cc1 (stereo partly specified),2,3,-2,0,-4,3,3,6
C[C@@H](O)C(C(=O)N1CCNCC1)n1cc([C@@H](N)CCCCN)nn1 (stereo partly specified),1,-7,2,-4,4,12,12,-6
CCc1ccc2ncc(S(=O)(=O)c3ccc(C)c(C)c3)c(N3CCCC3)c2c1,20,8,2,-5,18,12,-11,26
Cc1cccc(C)c1NC(=O)CCCSc1nc2ccccc2s1,-4,-10,-4,6,1,17,0,-2
Cc1ccccc1NC1C=CS(=O)(=O)C1 (stereo unspecified),-3,-2,-5,-16,-7,14,-42,5
N#C/C(=C\c1cn(-c2ccccc2)nc1-c1cccnc1)c1nnc2n1CCCCC2,9,-4,-17,14,-13,9,31,-20
O=S(=O)(Cc1ccccc1Cl)NCCc1ccc(F)cc1,0,1,8,-7,-4,10,-7,-2
O=C(O)CNC(=O)C(CS)Cc1ccccc1 (stereo unspecified),-5,3,6,-8,8,7,12,-1
O=C(NCCN1CCc2ccccc2C1)C1CCN(S(=O)(=O)N2CCC3(CC2)OCCO3)CC1,2,-10,-6,-3,0,-3,-4,5
COc1ccccc1C(=O)Nc1ccnn1C1CCN(CCCC2CCCC2)CC1,6,-4,-1,-1,4,15,13,17
Cc1ccc(N2C(=O)[C@@H]3C(c4cccnc4)=NO[C@@H]3C2=O)cc1,0,-10,1,-1,0,-1,-5,13
CN(C)CCCNc1ncnc2sc(-c3ccccc3)cc12,-4,3,-1,-1,9,2,6,11
CCNC(=S)N(Cc1ccc2c(c1)OCO2)C1CC(=O)N(c2ccc(OC)cc2)C1=O (stereo unspecified),5,-4,-7,-3,8,3,5,-15
O=S(=O)(NCc1ccccc1)c1cccc2nsnc12,-6,17,-1,3,7,-2,12,3
Cc1cc(C)n(CC(O)Cn2ccc3ccccc32)n1 (stereo unspecified),2,-6,-3,-6,3,-3,3,-1
c1cncc(CNc2ncnc3ccc(-c4ccc5c(c4)OCCO5)cc23)c1,5,14,-1,5,14,-3,-6,-41
Cc1cc2nc(CCN(C(=S)NCC(C)C)C3CCCC3)[nH]c2cc1C,5,-12,-11,21,-11,10,-13,8
COCCN1CCCC(CNCc2cn(C)nc2-c2ccc(Oc3ccccc3)cc2)C1 (stereo unspecified),4,9,-2,-17,18,25,-1,31
CSc1cccc(NC(=S)N(Cc2ccccc2)Cc2ccccn2)c1,12,-17,10,1,-8,17,2,6

# Rewritten with values under each structure: part of the list above
# Results follow in this order: Apaf-1 inh	Jurkat NFkB inh	SENP8 inh	EBI2 antag	UBC13 inh	CCR6 antag	697 NFkB inh	Gli-Sufu antag
COc1ccccc1C(=O)Nc1ccnn1C1CCN(CCCC2CCCC2)CC1
→ 6	-4	-1	-1	4	15	13	17
CN(C)CCCNc1ncnc2sc(-c3ccccc3)cc12
→ -4	3	-1	-1	9	2	6	11
O=c1ccnc2n1COCS2
→ -39	-4	-6	-5	2	6	-8	8
C[C@@H](O)C(C(=O)N1CCNCC1)n1cc([C@@H](N)CCCCN)nn1 (stereo partly specified)
→ 1	-7	2	-4	4	12	12	-6
COCCN1CCCC(CNCc2cn(C)nc2-c2ccc(Oc3ccccc3)cc2)C1 (stereo unspecified)
→ 4	9	-2	-17	18	25	-1	31
COc1cc(/C=C(\C#N)C(=O)Nc2ccccn2)ccc1O
→ -5	7	-6	1	-43	28	12	16

# Further entries
SMILES,Apaf-1 inh,Jurkat NFkB inh,SENP8 inh,EBI2 antag,UBC13 inh,CCR6 antag,697 NFkB inh,Gli-Sufu antag
Cc1[nH]c2ccccc2c1C(c1ccccn1)N1CCC(C)CC1 (stereo unspecified),-2,-13,-4,-9,1,20,-39,nt
Cc1cc(C)c(S(=O)(=O)N(C)CC(=O)NCCN2CCOCC2)c(C)c1,0,-14,-5,-12,2,11,-4,-8
COc1cccc(N/C(SCc2ccccc2F)=C(/C#N)C(=O)NCc2cccs2)c1,12,-14,-10,37,-10,19,-21,7
CCn1c(Cc2ccccc2)nnc1SCC(=O)Nc1ccc2c(c1)OCCO2,-13,11,1,-2,14,2,-6,-23
Cc1cccc(N2CCN(CC(=O)N(C3CCCC3)C3CCS(=O)(=O)C3)CC2)c1C (stereo unspecified),6,4,3,-1,2,-13,-12,5
O=C(CNC(=O)Cc1cccc2ccccc12)NCc1ccc(F)cc1,8,-20,1,-22,-2,7,12,-12
COc1ccccc1N1CCN(CC(=O)Nc2cccc(F)c2)CC1,-5,-8,-1,4,-2,0,-17,4
Cc1cc(C)cc(N2Cc3ccccc3C2)c1,0,-18,4,-5,-20,7,0,3
CC(C)C(=O)NNc1nc2ccccc2s1,-24,-31,6,3,-2,0,-36,-43
Cn1c2c(c(=O)n(C)c1=O)C(c1ccccc1Cl)CC(=O)N2 (stereo unspecified),3,-1,7,-4,0,-5,19,-2
CN1CCN(C(=O)c2cnn3c(C(F)F)cc(C4CC4)nc23)CC1,3,-2,-6,-6,0,1,8,-20
CN1CCCN(S(=O)(=O)c2ccc3c(c2)OCCO3)CC1,9,3,-14,-2,-5,19,-1,6
COc1ccc(-c2cc(-c3ccccc3)c(C#N)c(=S)[nH]2)cc1,8,-2,3,24,0,1,6,6
CN1C(=O)CSc2ccc(NC(=O)N3CCC(N4CCCCC4)CC3)cc21,-9,-1,-1,1,30,6,4,3
O=C(C1CCCN(S(=O)(=O)c2cccc3nsnc23)C1)N1CCc2ccccc21 (stereo unspecified),19,8,6,-1,-7,13,-52,8
Brc1ccc(C2=Nc3ccccc3C(c3ccncc3)=NN2)cc1,11,-13,-9,9,-14,10,-8,-5
COc1ccc(S(=O)(=O)N(C)c2c(C)n(C)n(-c3ccccc3)c2=O)cc1OC,-3,17,-5,-14,2,-1,12,0
O=C(COC(=O)c1ccco1)NCc1ccccc1Cl,6,-19,-3,2,-13,-3,3,-4
CC[C@]12c3[nH]c4ccc(OC)cc4c3CCN1C(=O)C(CC(=O)NCc1ccco1)C[C@@H]2C(=O)N1CCN(C(=O)c2ccco2)CC1 (stereo partly specified),4,nt,nt,-6,nt,11,8,20
Oc1cccc(/C=N/N2CCCCC2)c1O,8,24,-17,-3,0,0,-139,7
O=c1c2ccccc2oc2cc(C#CC3(O)CCCCC3)ccc12,16,-85,95*,0,4,5,-160,36
O=C(CN1CCOc2ccccc21)NCc1ccco1,0,4,2,-2,2,7,11,-8
Cc1ccc(C(=O)N2CCCC(C(=O)c3ccc(Oc4ccccc4)cc3)C2)cn1 (stereo unspecified),16,3,-5,2,7,4,-22,14
COc1ccc(/C=C2\SC(=S)N(N3CCOCC3)C2=O)c(OC)c1,6,11,-2,15,-12,18,-5,-2
CC(NCc1cccnc1)c1ccccc1 (stereo unspecified),3,-15,10,7,-1,-7,9,24
# (list continues)
SMILES,Apaf-1 inh,Jurkat NFkB inh,SENP8 inh,EBI2 antag,UBC13 inh,CCR6 antag,697 NFkB inh,Gli-Sufu antag
O=C(CSc1nnc(SCc2ccccc2)s1)NNC(=S)Nc1ccccc1,20,-5,3,-14,-5,14,11,8
Cc1cc(C)c2oc(-c3cccc(N)c3)nc2c1,10,-79,7,-4,3,0,-121,2
COc1ccc(C2=CC(c3ccco3)n3ncnc3N2)cc1 (stereo unspecified),-2,-6,3,8,17,5,4,4
Cc1c(Cl)cccc1S(=O)(=O)N1CCC(C(=O)NNC(=O)C2CC2)CC1,-2,-13,0,-7,8,1,-4,-6
O=S(=O)(Nc1cc(S(=O)(=O)N2CCOCC2)ccc1N1CCOCC1)c1ccc2c(c1)OCCO2,5,18,0,2,2,-4,8,4
CN(C)S(=O)(=O)c1ccc2nnn(O)c2c1,-29,-1,6,1,-6,14,13,59*
COc1cc(C(=O)Nc2ccccc2NC(=O)c2cc(OC)c(OC)c(OC)c2)cc(OC)c1OC,3,-40,3,0,2,8,-15,-3

# Compound activity from PubChem BioAssay.

# This is a subset. The share of hits here may be higher or lower than overall.
